VP16 counter: inhibits Gal4-VP16 luciferase reporter, ROR gamma counter-screen; actives 3.5% (n = 310,000); Drosophila S2 Gal4-VP16 UAS-luciferase, luminescence, 20 h; Potency, µM (doses to about 53.6 µM), without a hit: top-dose activity, negative = inhibition, most hits filed as inhibitors; AID 2546;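 also: Gal4-VP16 expression switched on by copper sulfate through the metallothionein promoter; potency is read from the fitted curve at half-maximal effect; % is scaled to controls: 0 for no effect and ±100 for the full control effect; nearly all actives have a fitted effect of over 50% in size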
Coupling enz: coupling enzyme interference in Giardia aldolase counter-screen; coupling enzyme system counterscreen, AmpLite Red fluorescence; activity change, negative = inhibition, % at 58.2 µM, hits read low; actives 0.67% (n = 290,000); in the data active = activity change below about -30%; also: % is scaled to controls: 0 for no effect and ±100 for the full control effect
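Fluorescence at 525 nm excitation and 598 nm emission measured inhibition of the coupled detection system without aldolase. Compounds (at 57.5 uM final) were preincubated 10 min at room temperature with coupling enzyme reagent before a 20 min substrate/AmpLite Red step.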
uPA surface inh: cell surface uPA generation inhibition | Potency, µM (highest dose often 38.3 µM), inactives show top-dose activity change, negative = inhibition, hits mostly inhibitors | actives 0.31% (n = 330,000) | cell surface uPA generation assay, qHTS; active = well fitted inhibition curve with a large enough effect; inconclusive = small, poorly fitted or top-dose-only effect; inactive = no such curve, though single readings can be large or run the other way; tested in mouse RAW 264.7 cells; also: potency is read from the fitted curve at half-maximal effect; % is scaled to controls: 0 for no effect and ±100 for the full control effect; nearly all actives have a fitted effect of over 55% in size
Tb PFK block: blocks T. brucei phosphofructokinase; O15648; T. brucei PFK, ADP-Glo luminescence; Potency, µM (top dose mostly 57.5 µM), for the others: at the highest dose activity, negative = inhibition, usual class: inhibitors; actives 0.17% (n = 330,000);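 also: potency is read from the fitted curve at half-maximal effect; 0% = uninhibited 1x PFK enzyme wells and -100% = no-enzyme wells; nearly all actives have a fitted effect of over 60% in size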
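Luminescent ADP detection (ADP-Glo, two-step: ATP depletion then ADP-to-ATP conversion for luciferase) reported PFK activity after 45 min room-temperature reaction of 1.25 nM enzyme with 0.5 mM F6P and 0.1 mM ATP at pH 8.0.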
FLuc counter: firefly luciferase modulation, counter-screen for miR-21 project. P08659. purified FLuc, Km substrates, luminescence inhibition. Potency, µM (series often up to 57.5 µM), without a hit: top-dose activity change, negative = inhibition, hits mostly inhibitors. actives 6.9% (n = 360,000);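 also: potency is read from the fitted curve at half-maximal effect; plate controls were vehicle for no effect and reference inhibitor for full effect; nearly all actives have a fitted effect of over 55% in size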
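Biochemical qHTS of compounds, final roughly 60 µM downward over six points, against 10 nM purified firefly luciferase using Km concentrations of substrates (10 uM D-luciferin, 10 uM ATP) in Tris acetate pH 7.5 buffer; luminescence output.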
RORg inh: ROR gamma (mouse) transcription inhibition; AID 2551; actives 5.4% (n = 310,000); P51450; Drosophila S2 Gal4-RORgamma UAS-luciferase reporter, 20 h; Potency, µM (highest dose often 53.6 µM), for the others: at the top dose activity change, negative = inhibition, usual class: inhibitors; also: potency is read from the fitted curve at half-maximal effect; % is scaled to controls: 0 for no effect and ±100 for the full control effect; nearly all actives have a fitted effect of over 60% in size
Target sequence (P51450 whole entry, looked up, the tested form may be a part): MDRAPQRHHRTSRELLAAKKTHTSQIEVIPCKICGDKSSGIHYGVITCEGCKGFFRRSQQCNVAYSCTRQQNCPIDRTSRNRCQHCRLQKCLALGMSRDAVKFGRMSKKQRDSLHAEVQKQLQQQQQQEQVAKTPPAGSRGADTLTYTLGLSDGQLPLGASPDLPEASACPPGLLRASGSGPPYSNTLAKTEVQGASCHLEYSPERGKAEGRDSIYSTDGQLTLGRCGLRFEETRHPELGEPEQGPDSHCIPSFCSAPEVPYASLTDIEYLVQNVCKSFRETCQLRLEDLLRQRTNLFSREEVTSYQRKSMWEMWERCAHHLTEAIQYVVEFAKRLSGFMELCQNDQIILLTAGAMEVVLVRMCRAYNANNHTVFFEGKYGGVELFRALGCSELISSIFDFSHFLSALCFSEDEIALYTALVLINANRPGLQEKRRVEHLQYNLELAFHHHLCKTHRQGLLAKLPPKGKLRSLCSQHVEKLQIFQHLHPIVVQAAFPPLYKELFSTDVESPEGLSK
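Using a luciferase readout, inhibitors were identified by reduced reporter activity in Drosophila cells coexpressing a copper-inducible Gal4–ROR gamma fusion and UAS-driven Photinus luciferase, incubated 20 hr after 700 uM copper sulfate.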
KCNH2 3.1 inh: KCNH2 3.1 (human) potassium channel inhibition; U2OS KCNH2 3.1, thallium flux FluxOr; hits give low values; activity change, % (tested at about 1.8 µM); actives 0.95% (n = 340,000);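 active = maximum activity change below -70%; inconclusive = maximum activity change from -70% to -50%; inactive = maximum activity change above -50%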;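 also: thallium influx rate constant from kinetic fluorescence after stimulation buffer; % is scaled to controls: 0 for no effect and ±100 for the full control effect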
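Virally transduced U2OS (3.1 isoform, 4 h infection in dark at RT) → overnight 37 C → FluxOr + Red40 in HBSS/HEPES, 45 min → stimulation buffer, 2 min kinetic read → rate constant vs DMSO controls.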
ELG1 genotox: inducers of genotoxicity in HEK293T ELG1-luciferase cells; HEK293T ELG1-luciferase reporter, luminescence, 16 h; Potency, µM (series often up to 46 µM), inactives show top-dose activity change, positive = activation, usual class: activators; actives 1.3% (n = 330,000); AID 504466; also: potency is read from the fitted curve at half-maximal effect; % of control where 0% means no effect; nearly all actives have a fitted effect of over 60% in size
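Luminescence read-out: rising ELG1-luciferase signal, reflecting elevated ELG1 protein under genetic stress, flags genotoxic compounds. Cells were treated for 16 hr at 37 °C before ONE-Glo detection.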
Rab9 promoter act: activates the Rab9 promoter; Huh7 Rab9 promoter-luciferase reporter, luminescence, 24 h; Potency, µM (series often up to 9.22 µM), for inactives: at the top dose activation, negative = inhibition, actives largely listed as activators; actives 2.8% (n = 320,000); AID 485297; also: potency is read from the fitted curve at half-maximal effect; % of control where 0% means no effect; nearly all actives have a fitted effect of over 60% in size
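Cell-based reporter: Huh7 stable for Rab9 promoter-driven luciferase, plated in reduced-serum medium with 10% FBS at 1500 cells/well, compound-treated 24 h at 37 °C, luminescence read after 10 min reagent.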
Giardia kill: Giardia lamblia killing | Giardia lamblia trophozoite viability | actives 0.15% (n = 340,000) | AID 540267 | activity change, % at 7.66 µM, hits read low; in the data active = activity change below about -80%; inconclusive = between about -30% and that limit;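 also: parasites exposed to compound for two days anaerobically before the ATP read; % is scaled to controls: 0 for no effect and ±100 for the full control effect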
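Luminescence from cellular ATP indicates surviving trophozoites (100 cells/well) following 48 hrs anaerobic compound treatment at 37 deg C; signal develops 15-30 min at room temperature.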
NPC1 promoter act: activators of NPC1 promoter | Huh7 NPC1 promoter luciferase reporter, 24 h | Potency, µM (series often up to 9.22 µM), for inactives: top-dose activation, most hits filed as activators | actives 2.4% (n = 320,000);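 also: potency is read from the fitted curve at half-maximal effect; % of control where 0% means no effect; nearly all actives have a fitted effect of over 60% in size; reporter is driven by a mutant NPC1 promoter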
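NPC1 promoter–luciferase Huh7 cells; 24 h compound; luminescence.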
An asterisk follows results filed as active. Unless noted, calls follow the shape of the dose curve; as a rule, active = well fitted curve in the direction sought with a large enough effect; inconclusive = small, poorly fitted or top-dose-only effect, or another doubt; inactive = no such curve, though single readings can be large; an effect the other way counts as inactive or inconclusive. This is a random part of the collection. Share with any hit: about 14%.

How did COc1ccc(CCN2C(=O)C3C4CC(C5C(C(=O)N/N=C\c6ccc(Cl)cc6)=NOC45)C3C2=O)cc1OC (stereo unspecified) do in these assays?
VP16 counter: -7.1%; Coupling enz: 2.6; uPA surface inh: -4.3%; Tb PFK block: -0.4%; FLuc counter: -0.9%; RORg inh: -44.8%; ELG1 genotox: -6.2%; Rab9 promoter act: 11.0%; Giardia kill: -19.2; NPC1 promoter act: -0.5%

What do the screens show for `CCOCCCNC(=O)CC1Oc2ccc(C)cc2NC1=O` (stereo unspecified)?
VP16 counter: 2.5%; Coupling enz: 2.7; uPA surface inh: 3.5%; Tb PFK block: -9.2%; FLuc counter: -0.9%; RORg inh: -27.4%; KCNH2 3.1 inh: 7.9; ELG1 genotox: -0.9%; Rab9 promoter act: -5.8%; Giardia kill: 21.3; NPC1 promoter act: -2.9%

What do the screens show for `O=C(COC(=O)COc1ccccc1)Nc1ccc2c(c1)OCCO2`?
uPA surface inh: 0.0%; Tb PFK block: -1.1%; KCNH2 3.1 inh: 2.0; ELG1 genotox: 1.9%; Giardia kill: 5.6

Results for COc1ccc(COC(=O)C2=C(C)NC(=O)NC2c2cccc(Br)c2)cc1 (stereo unspecified) ?
VP16 counter: inconclusive; Coupling enz: -0.9; uPA surface inh: 1.2%; Tb PFK block: -4.0%; FLuc counter: 0.4%; RORg inh: inconclusive; KCNH2 3.1 inh: -11.1; ELG1 genotox: -5.1%; Rab9 promoter act: 5.1%; Giardia kill: -4.2; NPC1 promoter act: -2.8%

What do the screens show for `COc1cc(NC(=O)CSc2ccc(-c3ccccn3)nn2)cc(OC)c1`?
VP16 counter: 10.3%; uPA surface inh: -1.5%; Tb PFK block: -3.9%; FLuc counter: inconclusive; RORg inh: -14.4%; KCNH2 3.1 inh: -15.2; ELG1 genotox: 12.6%; Rab9 promoter act: 3.3%; Giardia kill: -9.4; NPC1 promoter act: 2.2%

Results for O=C(CCN1CCCCCC1)Nc1ccc(F)c(F)c1 ?
VP16 counter: -2.9%; Coupling enz: 0.3; uPA surface inh: 2.4%; Tb PFK block: 3.6%; FLuc counter: 0.6%; RORg inh: -3.4%; KCNH2 3.1 inh: -0.3; ELG1 genotox: 0.5%; Rab9 promoter act: -1.4%; Giardia kill: 18.5; NPC1 promoter act: 9.7%

How did Cc1ccccc1NC(=O)c1sc2nc3c(c(-c4ccco4)c2c1N)CCC3 do in these assays?
VP16 counter: -0.5%; Coupling enz: -1.1; uPA surface inh: 21.4%; Tb PFK block: 7.6%; FLuc counter: -9.9%; RORg inh: inconclusive; KCNH2 3.1 inh: -2.3; ELG1 genotox: -2.1%; Rab9 promoter act: 0.7%; Giardia kill: -3.8; NPC1 promoter act: -1.7%

A stretch of the results above, as a working copy:
How did COc1ccc(CCN2C(=O)C3C4CC(C5C(C(=O)N/N=C\c6ccc(Cl)cc6)=NOC45)C3C2=O)cc1OC (stereo unspecified) do in these assays?
VP16 counter: -7.1%; Coupling enz: 2.6; uPA surface inh: -4.3%; Tb PFK block: -0.4%; FLuc counter: -0.9%; RORg inh: -44.8%; ELG1 genotox: -6.2%; Rab9 promoter act: 11.0%; Giardia kill: -19.2; NPC1 promoter act: -0.5%

What do the screens show for `CCOCCCNC(=O)CC1Oc2ccc(C)cc2NC1=O` (stereo unspecified)?
VP16 counter: 2.5%; Coupling enz: 2.7; uPA surface inh: 3.5%; Tb PFK block: -9.2%; FLuc counter: -0.9%; RORg inh: -27.4%; KCNH2 3.1 inh: 7.9; ELG1 genotox: -0.9%; Rab9 promoter act: -5.8%; Giardia kill: 21.3; NPC1 promoter act: -2.9%

What do the screens show for `O=C(COC(=O)COc1ccccc1)Nc1ccc2c(c1)OCCO2`?
uPA surface inh: 0.0%; Tb PFK block: -1.1%; KCNH2 3.1 inh: 2.0; ELG1 genotox: 1.9%; Giardia kill: 5.6

Results for COc1ccc(COC(=O)C2=C(C)NC(=O)NC2c2cccc(Br)c2)cc1 (stereo unspecified) ?
VP16 counter: inconclusive; Coupling enz: -0.9; uPA surface inh: 1.2%; Tb PFK block: -4.0%; FLuc counter: 0.4%; RORg inh: inconclusive; KCNH2 3.1 inh: -11.1; ELG1 genotox: -5.1%; Rab9 promoter act: 5.1%; Giardia kill: -4.2; NPC1 promoter act: -2.8%

What do the screens show for `COc1cc(NC(=O)CSc2ccc(-c3ccccn3)nn2)cc(OC)c1`?
VP16 counter: 10.3%; uPA surface inh: -1.5%; Tb PFK block: -3.9%; FLuc counter: inconclusive; RORg inh: -14.4%; KCNH2 3.1 inh: -15.2; ELG1 genotox: 12.6%; Rab9 promoter act: 3.3%; Giardia kill: -9.4; NPC1 promoter act: 2.2%

Assay outcomes as filed in PubChem.
